# MsrA inh: inhibitors of bovine MsrA; hit rate 0.75% among 360,000; inhibition, % at 15.5 µM; AID 651718; purified bovine MsrA, absorbance read-out; in the data active means inhibition above about 4.5%;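 further: 0% = vehicle wells with enzyme and 100% = reference inhibitor wells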
# TbMetRS inhib: Trypanosoma brucei MetRS inhibition | purified T. brucei MetRS, ATP depletion, Kinase-Glo luminescence | inhibition, % at 11.9 µM | hit rate 0.4% among 360,000;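 active means inhibition above a per-plate cutoff of the control wells' mean inhibition plus 3 SD, cut at about 5.5% in these data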;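 further: 0% = DMSO wells median and 100% = median of wells with control inhibitor compound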
#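 Material: parasite MetRS enzyme / Replication: singlicate, one well per compound / Signal: luminescence of leftover ATP / Schedule: 2 h aminoacylation at 25 °C after 15 min preincubation / Medium: HEPES-MgCl2-KCl buffer plus DTT, spermine, BSA, pyrophosphatase / Doses: 11.9 µM single point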
# CendR NRP1 mod: modulators of CendR peptide binding to human neuropilin-1; inhibition, % at 25 µM; AID 602438; FAM-RPARPAR peptide binding to NRP-1, fluorescence polarization; hit rate 0.85% among 360,000;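 active means inhibition or corrected inhibition above about 18%, plus a signal ratio from 0.5 to 1.5, limit read from the data, passing the limit was not always enough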; further: strong numbers were not always called active
# STEP inh: blocks human striatal-enriched tyrosine phosphatase; AID 588621; P54829; recombinant STEP, OMFP fluorogenic substrate, fluorescence; hit rate 0.25% among 360,000; inhibition, % at 20 µM;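 active means inhibition at 20 µM, scaled per plate between control wells, above about 37%, limit read from the data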;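 further: 0% = DMSO with enzyme and substrate and 100% = substrate only without enzyme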
# Target sequence (P54829 whole entry, looked up): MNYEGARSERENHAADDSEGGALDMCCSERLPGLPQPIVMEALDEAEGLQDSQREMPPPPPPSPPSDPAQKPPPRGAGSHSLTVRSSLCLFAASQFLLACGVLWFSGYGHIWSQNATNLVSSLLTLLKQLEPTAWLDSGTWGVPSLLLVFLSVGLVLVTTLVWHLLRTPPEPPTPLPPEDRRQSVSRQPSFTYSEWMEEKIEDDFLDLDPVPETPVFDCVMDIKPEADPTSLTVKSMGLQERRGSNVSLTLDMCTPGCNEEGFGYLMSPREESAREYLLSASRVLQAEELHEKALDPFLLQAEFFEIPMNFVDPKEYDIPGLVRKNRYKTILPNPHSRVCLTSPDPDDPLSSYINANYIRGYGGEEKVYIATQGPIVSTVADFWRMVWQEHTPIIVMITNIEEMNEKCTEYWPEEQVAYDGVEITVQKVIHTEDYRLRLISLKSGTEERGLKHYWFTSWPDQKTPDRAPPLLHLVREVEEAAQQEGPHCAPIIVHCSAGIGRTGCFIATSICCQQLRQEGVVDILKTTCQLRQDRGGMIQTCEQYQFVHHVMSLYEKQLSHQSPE
#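 Material: STEP (striatal-enriched tyrosine phosphatase) enzyme, cell-free; Compound dosing: 20 µM single dose in 1% DMSO; Technique: fluorescence read at 480 nm ex / 540 nm em; Times: reaction 20 min, ambient temperature; Medium: 50 mM Bis-Tris pH 6.0 with 2.5 mM DTT and 0.005% Tween 20; Also added: OMFP at 25 µM.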
# SUMO1 PPI mod: SUMO1-SIM interaction modulation | P63165 | SUMO1 binding to a labelled peptide, TR-FRET, 1 h | inhibition, % at 20 µM | hit rate 0.33% among 360,000 | AID 602429; in the data active means inhibition above about 37%
# Target sequence (P63165 whole entry, looked up): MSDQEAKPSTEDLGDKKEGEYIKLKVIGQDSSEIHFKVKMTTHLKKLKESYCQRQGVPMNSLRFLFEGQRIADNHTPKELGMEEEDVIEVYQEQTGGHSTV
# LMPTP block: blocks human LMPTP phosphatase; hit rate 0.22% among 360,000; P24666; inhibition, % at 20 µM; recombinant LMPTP-A, OMFP fluorogenic substrate, fluorescence intensity;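 active means compounds that cut the enzyme signal by at least half of the control window in the single-dose screen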;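 further: plate controls were DMSO wells with enzyme plus substrate for no effect and substrate without enzyme for full effect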
# Target sequence (P24666 whole entry, looked up): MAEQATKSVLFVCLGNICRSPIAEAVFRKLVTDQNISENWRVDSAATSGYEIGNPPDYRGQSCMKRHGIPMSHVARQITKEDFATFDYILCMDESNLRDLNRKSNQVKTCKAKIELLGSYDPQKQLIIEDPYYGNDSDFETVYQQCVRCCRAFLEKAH
#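 Material: LMPTP-A; amount: 0.625 nM enzyme; doses: single 20 µM dose; times: reaction 50 min, room temperature, dark; technique: fluorescence intensity of OMFP turnover product; benchmarks: no-enzyme and uninhibited controls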
# Scp-1 inhibitor: blocks human Scp-1 phosphatase activity. Recombinant Scp1, phosphopeptide, malachite green phosphate absorbance. inhibition, % at 20 µM. hit rate 0.88% among 340,000;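 active means inhibition above about 50% at 20 µM, limit read from the data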;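 further: plate controls were DMSO wells with enzyme for no effect and wells lacking enzyme for full effect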
# Target sequence (Q9GZU7 76-261 limits assumed): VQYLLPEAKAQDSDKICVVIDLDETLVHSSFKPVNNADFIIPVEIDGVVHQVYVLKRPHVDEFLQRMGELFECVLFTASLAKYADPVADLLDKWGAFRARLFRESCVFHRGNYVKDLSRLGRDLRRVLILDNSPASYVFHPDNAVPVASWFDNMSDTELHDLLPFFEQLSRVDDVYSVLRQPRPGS
#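 Material – SCP-1 phosphatase catalytic domain, residues 76-261 · Buffer or medium – Acidic Tris acetate buffer with magnesium and detergent · Also added – Phospho 17-mer peptide substrate · Compound – single 20 µM dose, 1% DMSO · Times – 45 min room-temperature reaction, 5 min colour, 30 min stabiliser · Technique – Phosphate-binding colour reagent, absorbance read at 630 nm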
# eLon inh: E. coli protease La inhibition; P0A9M0; purified E. coli Lon protease, fluorescence polarization; inhibition, % at 7.94 µM; hit rate 0.42% among 360,000; in the data active means inhibition above about 13%, passing the limit was not always enough;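 further: 0% = enzyme with probe and DMSO and 100% = no enzyme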
# MsrA act: bovine methionine sulfoxide reductase A activation. purified bovine MsrA, absorbance read-out. activation, % at 10.6 µM. hit rate 0.3% among 360,000. AID 602163; in the data active means activation above about 7.5%;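 further: 0% = vehicle and 100% = reference activator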
# DNMT1 inh: DNMT1 (human) enzyme inhibition; inhibition (reported as % activation of signal), % at 10 µM; DNMT1 molecular beacon, Hinp1I cleavage, fluorescence; hit rate 0.83% among 360,000; AID 588458; in the data active means inhibition above about 50%
# Numbers without * were called inactive; · = not tested or not shown.
Compound,MsrA inh,TbMetRS inhib,CendR NRP1 mod,STEP inh,SUMO1 PPI mod,LMPTP block,Scp-1 inhibitor,eLon inh,MsrA act,DNMT1 inh
O=C(NCC1CCS(=O)(=O)C1)Oc1ccccc1 (centres undefined),1.0,-0.7,4.2,-1.6,0.6,-0.8,-4.9,2.2,-1.2,-1.0
COc1cc(C(=O)Oc2ccccc2/C=N/NC(=O)c2ccc(Cl)cc2Cl)cc(OC)c1OC,1.9,-0.5,-7.6,9.5,0.1,1.1,-0.3,2.6,0.6,-4.0
Cc1ccccc1/C=C1\C(=O)Nc2ccc(F)cc21,-0.3,0.0,-16.8,0.2,-13.8,6.7,-15.6,-3.1,-0.6,0.8
O=C(Nc1ccc(F)c(F)c1)C1CCCN(S(=O)(=O)c2cnc[nH]2)C1 (centres undefined),·,-0.2,-7.0,0.1,5.2,-0.9,18.8,-3.2,-0.6,-3.3
O=C(/C=C/c1ccnc2ccccc12)c1cccs1,4.4,-0.7,-3.9,8.2,-15.1,3.2,-0.3,2.4,-10.1,2.9
CC(C)CN(C(=O)COC(=O)CSc1ccc([N+](=O)[O-])cc1)C1CCS(=O)(=O)C1 (centres undefined),1.9,-0.2,-2.3,0.2,-20.6,-0.2,-9.0,-0.5,-4.0,1.1
Cc1ccccc1S(=O)(=O)N1[C@@H](c2cccc(Cl)c2)C(C(=O)O)=CC[C@H]1c1ccc(Cl)cc1,-0.9,-0.2,-15.0,-2.8,10.9,-0.5,4.0,11.7,1.2,8.3
Cc1ccc2cc(CN(CCN(C)C)C(=O)Nc3ccc(Cl)cc3)c(=O)[nH]c2c1,-0.1,3.4,-2.1,-0.9,6.9,1.3,-0.3,-8.3,-4.0,-3.4
O=C(Nc1cccc(S(=O)(=O)N2CCCC2)c1)C1CCCN1C(=O)c1cccs1 (centres undefined),0.3,-0.6,-4.5,0.2,-11.4,0.7,-5.4,-0.7,-4.2,0.3
CC(=O)c1ccc(OCC(=O)Nc2ccc3c(c2)CCC3)cc1,-0.4,0.6,2.9,0.7,3.7,0.6,-3.7,-1.8,-4.8,-0.7
C#CCOc1ccc(Br)cc1C(c1c(C)[nH][nH]c1=O)c1c(C)[nH][nH]c1=O,-1.6,-0.5,5.5,-3.7,5.7,-1.4,-2.8,-1.3,1.4,-8.6
Cc1nc2c3ccccc3nc(NNC(=O)CCC(=O)NC3CCCC3)n2n1,-0.9,-0.5,11.1,-0.2,4.6,-1.2,-4.6,2.6,-2.1,1.3
O=c1[nH]c(SCc2ccc(Cl)cc2)nc2[nH]ncc12,-1.2,0.4,-9.9,-2.8,2.1,-1.8,-3.4,7.2,-2.7,-1.8
CC(C)(C)c1ccccc1NC(=O)N1CCNC(=O)C1CC(=O)Nc1ccc(F)cc1 (centres undefined),-0.8,-0.1,-1.6,-0.2,4.2,-0.8,0.0,-2.1,-1.2,-1.3
CCCc1cc(=O)[nH]c(SCC(=O)Nc2ccc(C)c(S(=O)(=O)N3CCCCC3)c2)n1,0.3,-0.3,-3.5,-0.1,9.6,-1.5,-5.5,4.5,-2.0,-1.1
Nc1nccnc1C(=O)OCC(=O)NC1CCCc2ccccc21 (centres undefined),0.0,0.0,-21.9,2.7,-6.0,-1.0,-7.2,-16.3,-4.7,-4.6

# Further records:
# Sequence of screens – MsrA inh | TbMetRS inhib | CendR NRP1 mod | STEP inh | SUMO1 PPI mod | LMPTP block | Scp-1 inhibitor | eLon inh | MsrA act | DNMT1 inh
- CCOC(=O)CC1C(=O)NCCN1S(=O)(=O)c1ccccc1Cl (centres undefined)
 : -0.8 | -0.4 | 0.2 | -2.2 | 0.3 | -2.4 | -4.8 | 7.8 | -3.0 | 0.0
- COc1ccc(OC)c(CCNC(=O)C(=O)Nc2ccc3nc4n(c(=O)c3c2)CCCCC4)c1
 : 0.4 | -0.4 | -22.8 | 13.9 | -2.3 | -1.9 | 11.2 | -3.9 | -5.2 | 1.2
- Cn1c(C2CCCCC2)nc2ccccc21
 : 0.2 | -1.4 | 2.7 | -9.4 | 0.4 | -1.2 | 4.5 | -5.8 | -12.7 | -1.0
- COc1ccc(CNC(=O)C[C@H]2C[C@H](C(=O)N3CCCCC3)[C@@]3(C)c4[nH]c5ccc(Cl)cc5c4CCN3C2=O)cc1OC
 : 0.0 | -1.1 | 0.6 | -2.6 | 1.8 | -1.0 | -1.3 | 0.4 | 0.5 | -3.1
- O=c1c2ccccc2nc2n1CCS2
 : -0.1 | 0.2 | -11.4 | -0.3 | 0.5 | -2.1 | -6.5 | 5.0 | -3.0 | 2.4
- CCC(NC(=O)c1ccccc1NC(=O)C(C)(C)C)C(=O)N1CC(C)OC(C)C1 (centres undefined)
 : -0.7 | -0.2 | -1.8 | -2.3 | -1.4 | -1.4 | -5.2 | -2.6 | -2.2 | 4.2
- N#C/C(=C/c1ccc(Sc2nc3ccccc3[nH]2)o1)c1cccc(F)c1
 : 2.5 | 1.7 | -9.3 | -0.7 | -16.5 | 3.2 | 0.2 | -7.1 | -4.2 | -8.4
- CCC(C)n1c(C)cc(=O)n1C(C)CC (centres undefined)
 : -0.3 | 0.3 | 6.5 | -2.2 | -6.0 | -0.7 | 2.2 | -13.0 | -3.9 | 5.0
- COCCNC(=O)c1cccc2c1C(=O)c1ccc(N3CCOCC3)cc1S2(=O)=O
 : 1.5 | -0.1 | -32.6 | 0.4 | -39.5 | 0.1 | -5.8 | -41.3 | -4.3 | 7.2
- CN(CCOc1ccccc1)C(=O)c1cc(S(=O)(=O)N2CCOCC2)ccc1Cl
 : -0.7 | -0.7 | 5.0 | -0.4 | 2.4 | -0.8 | -0.1 | -3.1 | -9.5 | 4.2
- COc1ccc(Cn2c(N)c(S(=O)(=O)c3cccs3)c3nc4ccccc4nc32)cc1
 : 0.5 | 0.6 | -9.8 | 2.3 | 3.7 | 1.2 | 6.8 | -4.1 | -1.3 | -3.4
- O=C(COc1ccc(F)cc1Br)NCc1nnc2ccccn12
 : -0.6 | 0.0 | 3.0 | -2.2 | -6.3 | 0.3 | 0.4 | -0.9 | -1.2 | 1.9
- CCNC(=S)NNC(=O)c1cc(-c2ccc(OCC)cc2)nc2ccccc12
 : 3.0 | -7.4 | 2.6 | 2.2 | -7.6 | 1.6 | 2.2 | -0.8 | -11.5 | -4.7
- Cn1nc(-c2ccc(Cl)cc2)cc1NC(=O)CCCC(=O)O
 : 1.1 | 0.5 | 11.9 | -0.4 | 3.5 | -1.2 | -10.9 | -1.8 | -3.4 | -3.8
- O=C(O)c1cc(S(=O)(=O)N2CCN(S(=O)(=O)c3ccc4ccccc4c3)CC2)ccc1Br
 : 0.6 | -0.1 | -6.6 | 8.3 | 8.1 | 1.4 | 59.0* | -12.6 | -1.2 | 33.8
- O=C(O)CCc1ccc(-c2ccccc2)n1Cc1ccco1
 : 0.3 | -1.2 | -22.2 | -1.3 | 2.8 | 1.0 | -3.6 | -16.5 | -13.5 | 27.1
- N#Cc1cc2cc3c(cc2nc1N1CCOCC1)OCO3
 : -1.2 | 0.6 | -10.6 | 2.2 | -9.1 | -0.2 | -6.7 | 0.9 | -1.9 | -2.1
- CCN(CCS(=O)(=O)c1ccc(Br)cc1)Cc1nc2ccccc2c(=O)[nH]1
 : -0.3 | 0.2 | 1.3 | 1.2 | 2.6 | -1.9 | -7.2 | -4.1 | -2.6 | -0.5
- Cc1ccc2c(Cl)cc(Cl)c(OCC(=O)Nc3cccc(S(N)(=O)=O)c3)c2n1
 : 0.9 | -0.3 | 8.5 | 1.5 | 9.0 | 1.4 | 0.3 | -0.8 | -6.8 | -8.4
- O=C(COC(=O)CNC(=O)c1ccccc1)NCCc1ccccc1
 : -1.4 | -0.1 | 13.3 | -2.0 | -2.5 | -0.9 | -7.0 | -2.5 | -4.8 | -1.2
- O=C1Cc2cc(S(=O)(=O)NCc3ccc(F)cc3)ccc2N1
 : -1.2 | -0.2 | -19.1 | 0.2 | -1.7 | -0.6 | 0.0 | -14.8 | -1.2 | -1.4
- N#C/C(=C\c1cccs1)C(=O)NCC1CCCO1 (centres undefined)
 : 3.9 | -0.4 | 6.6 | -0.3 | -17.4 | -2.4 | -0.3 | -7.8 | -0.9 | 1.3
- CCOCCCNc1nc(C)nc2c1nnn2Cc1c(F)cccc1Cl
 : 0.7 | 0.1 | 3.4 | -0.4 | 0.3 | 0.0 | 0.4 | -0.1 | -1.0 | 1.9
- COC(=O)c1c(NC(=O)C2=COCCO2)sc(C)c1C
 : 3.2 | -0.9 | -7.6 | 2.6 | 1.9 | 2.0 | 1.4 | 2.4 | -10.2 | 2.5
- CC(=O)N1CCC(C(=O)Nc2ccccc2)(N(Cc2ccccc2)C(=O)c2cccnc2)CC1
 : -0.5 | -0.2 | 14.3 | -1.3 | -1.1 | -1.4 | -9.6 | -4.6 | -1.3 | 1.2
- COC(=O)c1sccc1NC(=O)Nc1ccccc1F
 : -0.9 | -0.7 | -3.6 | -2.9 | -0.6 | -0.5 | -3.4 | -19.1 | -4.5 | 4.3
- O=C(CCc1ccccc1)N1CCN(c2ccccn2)CC1
 : -0.9 | -0.2 | 1.9 | 0.6 | -2.9 | 0.2 | -4.2 | 0.7 | -3.1 | -4.2
- COc1cc(C2NC(=O)NC(C)=C2C(=O)OCC2CCCCC2)ccc1O (centres undefined)
 : -0.5 | -0.4 | -8.9 | -2.0 | -1.1 | -1.1 | -12.3 | -0.3 | -4.4 | 1.1

# Two records picked at random from those above:
# Sequence of screens – MsrA inh | TbMetRS inhib | CendR NRP1 mod | STEP inh | SUMO1 PPI mod | LMPTP block | Scp-1 inhibitor | eLon inh | MsrA act | DNMT1 inh
- COCCNC(=O)c1cccc2c1C(=O)c1ccc(N3CCOCC3)cc1S2(=O)=O
 : 1.5 | -0.1 | -32.6 | 0.4 | -39.5 | 0.1 | -5.8 | -41.3 | -4.3 | 7.2
- CCCc1cc(=O)[nH]c(SCC(=O)Nc2ccc(C)c(S(=O)(=O)N3CCCCC3)c2)n1
 : 0.3 | -0.3 | -3.5 | -0.1 | 9.6 | -1.5 | -5.5 | 4.5 | -2.0 | -1.1

# For reference, some entries already given:
# Sequence of screens – MsrA inh | TbMetRS inhib | CendR NRP1 mod | STEP inh | SUMO1 PPI mod | LMPTP block | Scp-1 inhibitor | eLon inh | MsrA act | DNMT1 inh
- COC(=O)c1sccc1NC(=O)Nc1ccccc1F
 : -0.9 | -0.7 | -3.6 | -2.9 | -0.6 | -0.5 | -3.4 | -19.1 | -4.5 | 4.3
- O=C(CCc1ccccc1)N1CCN(c2ccccn2)CC1
 : -0.9 | -0.2 | 1.9 | 0.6 | -2.9 | 0.2 | -4.2 | 0.7 | -3.1 | -4.2
- COc1cc(C2NC(=O)NC(C)=C2C(=O)OCC2CCCCC2)ccc1O (centres undefined)
 : -0.5 | -0.4 | -8.9 | -2.0 | -1.1 | -1.1 | -12.3 | -0.3 | -4.4 | 1.1

# Screens from PubChem BioAssay.

# Compounds as they come, and some 4.3% of all compounds hit somewhere here.
